# GAA spleen mod: inhibits or activates alpha-glucosidase in human spleen homogenate; P10253; actives 0.006% (n = 240,000); human spleen homogenate, 4-MU-alpha-glucoside fluorescence; Potency, µM (doses to about 79.9 µM), for the others: at the top dose activity change, negative = inhibition, hits mostly inhibitors; AID 2112;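 also: 0% = enzyme with vehicle and -100% = no enzyme basal signal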
#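 Compounds were titrated against alpha-glucosidase in spleen homogenate at pH 5.0, with 1 mM 4-methylumbelliferyl substrate for 40 min at 37 C. Reactions were quenched with pH 10 NaOH/glycine and fluorescence measured.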
# GAA glycogen: GAA glycogen-cleavage inhibition or activation; P10253; recombinant GAA, glycogen substrate, Amplex Red glucose oxidase fluorescence; Potency, µM (doses to about 76.4 µM), for inactives: at the top dose activity change, negative = inhibition, most hits filed as inhibitors; AID 2100; actives 0.38% (n = 300,000);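 also: 0% = full enzyme reaction and -100% = no-enzyme basal signal; the screen sought inhibitors and activators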
#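 Recombinant human enzyme (4 nM); glycogen substrate; 37 C, 40 min, pH 5.0. Readout: coupled glucose oxidase/Amplex Red fluorescence.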
# NPSR antagonist: neuropeptide S receptor (human) antagonism, cAMP; CHO-NPSR cells, cAMP TR-FRET, antagonist mode; AID 1461; Q6W5P4; actives 1% (n = 220,000); Potency, µM (doses to about 38.3 µM), for the others: top-dose activity change, negative = inhibition, hits mostly inhibitors; also: % is scaled to controls: 0 for no effect and ±100 for the full control effect; nearly all actives have a fitted effect of over 50% in size; many of its hits are not listed in these tables
# Target sequence (Q6W5P4 whole entry, looked up): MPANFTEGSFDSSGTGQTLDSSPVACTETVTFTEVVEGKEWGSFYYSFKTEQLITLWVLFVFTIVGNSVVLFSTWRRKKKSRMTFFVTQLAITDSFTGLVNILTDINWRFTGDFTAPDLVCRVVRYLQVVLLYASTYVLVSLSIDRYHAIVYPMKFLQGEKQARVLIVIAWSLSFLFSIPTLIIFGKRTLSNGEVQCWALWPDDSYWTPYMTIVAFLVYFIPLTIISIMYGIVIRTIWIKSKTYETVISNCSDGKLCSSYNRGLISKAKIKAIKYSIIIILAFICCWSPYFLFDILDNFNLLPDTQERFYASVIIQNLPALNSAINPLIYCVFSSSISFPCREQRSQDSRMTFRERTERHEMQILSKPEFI
# GLA spleen mod: inhibitors or activators of human alpha-galactosidase in spleen homogenate. human spleen homogenate, 4MU-alpha-Gal fluorescence, 40 min. Potency, µM (series often up to 80 µM), inactives show at the top dose activity change, negative = inhibition, actives largely listed as inhibitors. actives 0.008% (n = 240,000). AID 2107;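 also: 0% = enzyme with vehicle and -100% = no enzyme basal signal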
#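 Inhibition or activation of alpha-galactosidase in human spleen homogenate is scored by 4-MU fluorescence after 40 min at 37C, pH 5.0, with 1 mM substrate. AC50s come from concentration-response fitted to the Hill equation.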
# ALDH1A1 inh: blocks purified human ALDH1A1 activity; P00352; Purified ALDH1A1, NADH fluorescence, propionaldehyde substrate; Potency, µM (highest dose often 75.3 µM), for the others: top-dose activity, negative = inhibition, usual class: inhibitors; actives 7.3% (n = 220,000); active = well fitted inhibition curve with a large enough effect, not every such curve was filed as active; inconclusive = small, poorly fitted or top-dose-only effect, or another doubt; inactive = no such curve, though single readings can be large or run the other way;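 also: plate controls were no enzyme wells and a reference inhibitor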
# Target sequence (P00352 whole entry, looked up): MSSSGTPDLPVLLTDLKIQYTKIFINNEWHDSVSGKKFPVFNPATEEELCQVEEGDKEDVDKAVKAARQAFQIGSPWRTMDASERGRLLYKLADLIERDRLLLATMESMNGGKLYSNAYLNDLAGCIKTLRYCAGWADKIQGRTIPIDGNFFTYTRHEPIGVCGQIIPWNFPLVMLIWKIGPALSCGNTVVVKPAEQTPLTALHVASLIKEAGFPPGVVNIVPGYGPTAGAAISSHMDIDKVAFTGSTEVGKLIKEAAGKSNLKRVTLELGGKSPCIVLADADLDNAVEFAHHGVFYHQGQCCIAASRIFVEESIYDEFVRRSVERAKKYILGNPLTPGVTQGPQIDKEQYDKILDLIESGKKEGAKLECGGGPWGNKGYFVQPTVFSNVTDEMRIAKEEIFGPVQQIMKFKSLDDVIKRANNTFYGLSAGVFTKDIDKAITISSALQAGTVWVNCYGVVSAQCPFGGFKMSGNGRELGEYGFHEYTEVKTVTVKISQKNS
# Tau fluor counter: counter-screen for tau fibril formation inhibitors. tau K18 P301L (four-repeat tau fragment) Alexa594 fluorescence, heparin fibrillization. Potency, µM (top dose mostly 57.7 µM), for the others: at the top dose activity change, negative = decrease. actives 0.93% (n = 280,000). AID 1463; also: % is scaled to controls: 0 for no effect and ±100 for the full control effect; nearly all actives have a fitted effect of over 55% in size
#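 Human K18 P301L tau (15 uM unlabeled plus 0.24 uM Alexa 594-labeled, final) in 100 mM sodium acetate pH 7 was mixed with compound and 20 uM heparin and incubated 6 hr at 37 C.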
# GAA inhib: inhibitors of human lysosomal alpha-glucosidase | actives 0.005% (n = 200,000) | P10253 | AID 1466 | Potency, µM (top dose mostly 76.9 µM), without a hit: at the highest dose activity change, negative = inhibition, most hits filed as inhibitors | purified human GAA, 4-MU-alpha-glucoside fluorescence;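 also: plate controls were uninhibited enzyme wells for no effect and no-enzyme background for full effect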
#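 qHTS format, compound range up to 77 uM. Human lysosomal enzyme at 4 nM, 400 uM 4-MU glucoside substrate, pH 5.0, 20 min room temperature; fluorescence after alkaline stop gives activity normalized to controls.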
# Epigenetic reg: epigenetic control regulation, reporter derepression; Potency, µM (top dose mostly 53.9 µM), inactives show top-dose GFP activation, most hits filed as activators; AID 1865; murine LDR cells, GFP reporter derepression, 30 h; actives 0.2% (n = 280,000); also: % of control where 0% means no effect; nearly all actives have a fitted effect of over 60% in size
#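 Derepression of a silenced CMV-GFP reporter in murine LDR cells is scored by enumerating GFP-positive cells with a laser-scanning microplate cytometer after 30 hours of treatment at 37 C.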
# Active calls of the source: *; ? = inconclusive; · = not tested or not shown; & = joins results of further samples; [ ] = another dose, or the depositor's remark. Unless noted, calls follow the shape of the dose curve; as a rule, active = well fitted curve in the direction sought with a large enough effect; inconclusive = small, poorly fitted or top-dose-only effect, or another doubt; inactive = no such curve, though single readings can be large; an effect the other way counts as inactive or inconclusive. Potency is read from the fitted curve at half-maximal effect. An excerpt; count on the stated rates, not on these rows.
entry	mol	GAA spleen mod	GAA glycogen	NPSR antagonist	GLA spleen mod	ALDH1A1 inh	Tau fluor counter	GAA inhib	Epigenetic reg
1	CCOc1ccc(S(=O)(=O)Nc2ccccc2SC)c2cccnc12	-3%	-27%	-13%[46.1 µM]	1%	-2%	-8%	-10%	1.8%
2	O=C(Nc1cccc(-c2ccccc2)c1)N1CCN(C(=O)Nc2cccc(-c3ccccc3)c2)CC1	1%	9%	-14%	-6%	-4%	13%	-2%	1.1%
3	COc1ccc(C)cc1S(=O)(=O)Nc1cccc(Cl)c1Cl	-7%	-4%	-7%	5%	7%	-15%	-1%	-0.1%
4	COc1ccc(-c2nnn(CC(=O)N3CCN(c4ccccc4OC)CC3)n2)cc1	-2%	0%	0%[46.1 µM]	-5%	4%	-16%	1%	-5.0%
5	CNC(=O)c1ncoc1-c1ccc(Cl)cc1	-2%	4%	-12%	-1%	·	-6%	·	-0.9%
6	C/C(=N\NS(=O)(=O)c1ccccc1)c1ccc2c(c1)OCCO2	-3%	3%	-2%	7%	?	-6%	-1%	0.0%
7	CCCc1cc(=O)[nH]c(SCC(=O)c2cc(C)n(CCOC)c2C)n1	-7%	1%	2%[46.1 µM]	13%	7%	-1%	-2%	-7.6%
8	Cc1cc(C)nc(N(C#N)Cc2ccc(Cl)cc2)n1	-3%	4%	26%	-3%	13%	-12%	12%	4.4%
9	Cc1nc2c(ccc3c([N+](=O)[O-])cccc32)c(C)c1C	-2%	-2%	0%	3%	?	-11%	-8%	-1.4%
10	N#C/C(=C\Nc1ccccc1SC(F)(F)F)c1nc(-c2ccccc2)cs1	1%	11%	-21%	0%	4%	-9%	-1%	1.1%
11	O=C(Nc1ccccc1)NC1(C(=O)NCc2ccco2)CCCCC1	-5%	-4%	-4%[46.1 µM]	-3%	2%	-1%	4%	-1.0%
12	O=C(NCC1CCCO1)c1cccnc1Nc1ccccc1F (stereo unspecified)	-9%	-7%	-12%[46.1 µM]	-14%	0%	-1%	-4%	0.2%
13	CCOc1cc(/C=C/C(=O)O)ccc1OCc1ccccc1	-4%	0%	-27%	-6%	1%	-5%	6%	-2.4%
14	Cc1sc2ncnc(N3CCCCC3)c2c1C	-4%	-2%	-5%[46.1 µM]	4%	-1%	-6%	5%	0.9%
15	Cc1nc2ccccc2n1CC(=O)NCc1ccccc1	-3%	3%	0%[46.1 µM]	7%	3%	1%	2%	-1.1%
16	O=C(NC1CCC(O)CC1)c1cc(-c2ccco2)nc2ccccc12 (stereo unspecified)	20%	7%	2%	?	?	-10%	?	-1.8%
17	Cc1cccc(-c2nnc(SCc3ccccc3)o2)c1	4%	-9%	-15%[46.1 µM]	2%	3%	-14%	6%	-2.4%
18	CCCCNC(=O)N(O)C1N(/N=C/c2cccs2)C(=S)SC1(C)C (stereo unspecified)	-4%	-19%	-9%[7.67 µM]	6%	·	-15%	·	-1.4%
19	S=c1[nH]nc(-c2cccs2)n1/N=C/c1cn(-c2ccccc2)nc1-c1ccccc1	-3%	-16%	-22%	-6%	·	?	·	-1.1%
20	CN(CCCNC(=O)COc1cc(=O)n(C)c2ccccc12)Cc1ccccc1	-24%	2%	-1%[46.1 µM]	0%	4%	-6%	4%	-1.1%
21	O=C1Nc2ccc([N+](=O)[O-])cc2C1(O)N1CCCCCC1 (stereo unspecified)	-11%	-15%	-5%[46.1 µM]	-2%	?	0%	-11%	2.0%
22	N#C/C(=C(/O)c1ccc(C(=O)c2ccccc2)cc1)c1nc2ccccc2[nH]1	0%	-11%	-11%	-4%	15%	7%	1%	0.0%
23	CC[n+]1c(/C=C/C=C/N(C(C)=O)c2ccccc2)sc2ccccc21	-4%	-6%	-20%[46.1 µM]	2%	3.5µM*	8.9µM*[fluorescent]	0%	20%
24	Cc1ccc(CS(=O)(=O)CCC(=O)NCCC2=CCCCC2)cc1	3%	2%	22%	-4%	6%	-17%	-4%	-0.1%
25	O=C(N/N=C\c1ccc(CNS(=O)(=O)c2ccc(Cl)cc2)o1)C(=O)Nc1ccc(Oc2ccccc2)cc1	-6%	11%	-41%	-3%	10%	0%	0%	3.8%

# New compounds follow.
# Results follow in this order: GAA spleen mod	GAA glycogen	NPSR antagonist	GLA spleen mod	ALDH1A1 inh	Tau fluor counter	GAA inhib	Epigenetic reg
(26) CCC(C)(c1ccc(C=O)s1)c1ccc(C=O)s1
 : -2%	-2%	-18%[46.1 µM]	-4%	?	-13%	-3%	7.2%
(27) CCC1=C(OC(=O)N(CC)CC)N2C(=O)OC(=NCC3CC3)[C@]2(C)[C@H]2C1=CC[C@H]1C(=O)N(CC)C(=O)[C@H]12
 : 4%&2%	-4%	15%	-6%&1%	-5%	-9%&6%	·	3.9%&-2.0%
(28) COc1ccc(S(=O)CC(=O)Nc2ccccc2Cl)cc1 (stereo unspecified)
 : -15%	-13%	3%	3%	-2%	7%	8%	2.3%
(29) O=C1N[C@@H](Cc2ccccc2)C(=O)N1CCN1CCOCC1
 : -1%	5%	-4%[46.1 µM]	1%	-4%	-6%	-11%	2.2%
(30) CC(=O)Nc1ccc(S(=O)(=O)Nc2c(C)n(C)n(-c3ccccc3)c2=O)cc1
 : -11%	-3%	5%[46.1 µM]	0%	0%	4%	1%	-1.0%
(31) Clc1ccc(C2=CSC3=Nc4cccc5cccc(c45)N23)cc1
 : 2%	-27%	-21%	0%	7.9µM*	4%	-6%	3.1%
(32) CCC12CC3CC(C1)CC(C(=O)NNC(N)=O)(C3)C2
 : 3%	5%	-7%	-7%	·	3%	·	3.1%
(33) C=CCn1c(SCC(=O)c2cc(C)n(Cc3cccs3)c2C)nnc1-c1ccncc1
 : -5%	8%	-20%[46.1 µM]	-9%	?	-7%	-2%	-1.1%
(34) CSc1ncccc1C(=O)Nc1nnc(C2CC2)s1
 : 1%	4%	3%	-2%	-2%	0%	-1%	1.1%
(35) O=C(Cc1ccc(-n2c(=O)c3ccccc3n(Cc3ccccc3Cl)c2=O)cc1)NCC1CCCO1 (stereo unspecified)
 : -9%	-4%	-4%	-3%	-7%	9%	-4%	6.6%
(36) Cc1cc(NC(=O)c2cc(-c3cccc(Cl)c3)on2)no1
 : -5%	6%	-1%[46.1 µM]	7%	7%	-5%	-4%	-0.9%
(37) COc1ccc(/C=N/NC(=O)CNC(=O)c2cccs2)cc1
 : 9%	-2%	15%	11%	-17%	-1%	0%	-1.0%
(38) CCOc1cc(/C=N/NC(=O)CCc2n[nH]c(=O)[nH]c2=O)ccc1O
 : -3%	?	18%	7%	1%	-1%	3%	-3.5%
(39) CCOc1ccc(C=Nc2cccc3ncccc23)cc1
 : 5%	0%	25%	1%	18µM*	-5%	5%	-1.2%
(40) Cc1nc2ccc(C(=O)N3CCSCC3)cc2s1
 : 5%	6%	5%[46.1 µM]	9%	8%	-1%	-3%	0.0%

# The final 5 entries of the part above come first, to join the parts.
# Results follow in this order: GAA spleen mod	GAA glycogen	NPSR antagonist	GLA spleen mod	ALDH1A1 inh	Tau fluor counter	GAA inhib	Epigenetic reg
(36) Cc1cc(NC(=O)c2cc(-c3cccc(Cl)c3)on2)no1
 : -5%	6%	-1%[46.1 µM]	7%	7%	-5%	-4%	-0.9%
(37) COc1ccc(/C=N/NC(=O)CNC(=O)c2cccs2)cc1
 : 9%	-2%	15%	11%	-17%	-1%	0%	-1.0%
(38) CCOc1cc(/C=N/NC(=O)CCc2n[nH]c(=O)[nH]c2=O)ccc1O
 : -3%	?	18%	7%	1%	-1%	3%	-3.5%
(39) CCOc1ccc(C=Nc2cccc3ncccc23)cc1
 : 5%	0%	25%	1%	18µM*	-5%	5%	-1.2%
(40) Cc1nc2ccc(C(=O)N3CCSCC3)cc2s1
 : 5%	6%	5%[46.1 µM]	9%	8%	-1%	-3%	0.0%
(41) Cc1cc(NC(=O)CSc2ccc3nnc(-c4cccc(F)c4)n3n2)no1
 : 6%	5%	4%[46.1 µM]	-3%	?	6%	4%	4.8%
(42) O=C(NCc1ccco1)c1cc(-c2ccco2)on1
 : 6%	3%	-3%[46.1 µM]	5%	-18%	-13%	0%	-1.3%
(43) Cc1ccc2c3c1C(=O)C(=O)N3C(C)(C)CC2C (stereo unspecified)
 : -8%	2%	-12%[46.1 µM]	-2%	-1%	-14%	-2%	-0.3%
(44) COC(=O)N1CCN(c2ccc(C)c(C)c2)CC1
 : ·	-9%	0%	0%	6%	3%	1%	0.0%
(45) COc1cc2[nH]c(=O)n(CCCCCC(=O)NCCCN3CCOCC3)c(=O)c2cc1OC
 : -2%	1%	10%[46.1 µM]	2%	?	2%	3%	-1.1%
(46) O=c1c2ccccc2nc2n1CC/C2=C\c1ccccc1[N+](=O)[O-]
 : -12%	4%	-7%[46.1 µM]	-11%	10%	0%	1%	-0.6%
(47) CC(C)n1c(NCc2ccc(Cl)cc2)nc2ccccc21
 : -5%	5%	-16%	12%	·	-11%	·	0.1%
(48) O=C(COc1ncnc2ccccc12)N1CCOCC1
 : 4%	11%	1%[46.1 µM]	0%	-4%	7%	-3%	-1.1%
(49) O=C(COC(=O)CNC(=O)C1CCCCC1)Nc1ccc(Cl)cn1
 : -2%	1%	-23%[46.1 µM]	5%	-11%	7%	-17%	2.9%
(50) O=C1c2ccccc2-c2c1cccc2C(=O)N(CCO)CCO
 : -7%	-8%	-1%[46.1 µM]	-2%	7%	5%	3%	-1.0%
(51) O=C(CN1CCCCCC1)N1c2ccccc2Sc2ccc(C(F)(F)F)cc21
 : -5%	-2%	-7%[46.1 µM]	-3%	-2%	-8%	-9%	-0.8%
(52) O=C(c1ccc2c(c1)N(Cc1ccccc1)CCS2)N1CCCCC1
 : -3%	-8%	?	3%	?	-16%	4%	-0.8%
(53) CCC(=O)Oc1ccc2ccccc2c1CNC(=O)c1ccccc1
 : -5%	-4%	-3%[46.1 µM]	-5%	?	-11%	1%	0.1%
(54) Cn1nnnc1SCC(=O)NCCc1ccc(Cl)cc1
 : -6%	-16%	2%[46.1 µM]	1%	-7%	-11%	-8%	-1.0%
(55) CS(=O)(=O)NCCNC(=O)c1cc(OCC(F)(F)F)ccc1OCC(F)(F)F
 : ·	-3%	13%	4%	8%	0%	-5%	2.6%

# Screens: PubChem BioAssay, National Center for Advancing Translational Sciences (NCATS)
